LYP inhibition: PTPN22 lymphoid phosphatase activity blockers – biochemical, fluorescence intensity, uHTS (AID 1779); recombinant LYP phosphatase, fluorescence intensity; higher % means a stronger effect; inhibition, % at 11.5 µM; hits with a dose series show IC50 in µM; hit rate 0.054% among 290,000;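 further: plate controls were vehicle with enzyme for no effect and no enzyme for full effect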
PMI inhibition: MPI inhibition at elevated mannose 6-phosphate – biochemical, fluorescence intensity, high mannose 6-phosphate, primary screen (AID 1220). hit rate 0.66% among 190,000. one-dose inhibition, % at 20 µM; IC50 in µM for titrated hits. recombinant PMI enzyme, coupled fluorescence intensity; higher % means a stronger effect
Yfh1-depleted yeast: mitochondrial function rescue without frataxin homolog – Friedreich's ataxia, plus single-dose screen, dose response (AID 1465). S. cerevisiae Yfh1-off respiration, WST-1 reduction, 72 h; higher fold induction means a stronger effect. fold induction at 50 µM; hits with a dose series show EC50 in µM. hit rate 0.074% among 220,000;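 active means fold induction of absorbance versus untreated yeast above a set limit, then at least 30% activation at any dose in follow-up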;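 further: activators that raise dye reduction in frataxin-depleted yeast; strong numbers were not always called active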
M1AAP inhibition: P. falciparum M1AAP inhibitors, biochemical, fluorogenic H-Leu-NHMec substrate, 1536-well (AID 1445) | recombinant M1AAP, H-Leu-NHMec fluorogenic kinetic assay; higher % means a stronger effect | inhibition, % at 30 µM, or IC50 in µM where a hit was titrated | hit rate 0.42% among 220,000;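 active means primary inhibition above the hit cutoff, then over 50% inhibition at one or more dose response concentrations, cut at about 23% in these data, passing the limit was not always enough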;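 further: plate controls were DMSO full reaction for no effect and no enzyme background for full effect; strong numbers were not always called active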
TNAP activation fold: stimulation of alkaline phosphatase TNAP activity – biochemical, luminescent, no phosphate acceptor, uHTS, primary screen (AID 1001); one-dose activation fold at 20 µM; EC50 in µM for titrated hits; hit rate 0.03% among 200,000; purified TNAP, luminescent activation assay, no phosphate acceptor; higher activation fold means a stronger effect; in the data active means activation fold from about 3, or a potency from the dose series; inactive means the rest, 99 in 100 with activation fold below about 1.6; further: many of its hits are not listed in these tables
XIAP displacement: small molecules displacing peptide from XIAP – biochemical, IAP family, fluorescence polarization (AID 1018) | XIAP BIR domain, fluorescence polarization peptide displacement; higher % means a stronger effect | displacement, % at 20 µM; hits with a dose series show IC50 in µM | hit rate 0.007% among 200,000; in the data active means displacement above about 50%; further: a part of the inactive calls stands beside numbers as strong as those of hits
WT yeast gro inh: growth inhibition of WT yeast, mitochondrial fusion screen. hit rate 2.1% among 190,000. inhibition, % at 10 µM. mitochondrial fusion phenotypic screen, WT strain; in the data active means inhibition above about 58%; tested in S. cerevisiae
M17LAP inhibition: P. falciparum M17LAP inhibitors, primary screen, biochemical, fluorogenic H-Leu-NHMec substrate, 1536-well (AID 1619) | recombinant M17LAP, H-Leu-NHMec fluorogenic kinetic assay; higher % means a stronger effect | inhibition, % at 30 µM; hits with a dose series show IC50 in µM | hit rate 0.38% among 220,000;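 active means compound inhibiting the enzyme by more than half at any dose during confirmatory dose-response retesting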;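 further: plate controls were full reaction with DMSO carrier for no effect and no enzyme background for full effect; strong numbers were not always called active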
PMI inhibitors: inhibitors of human PMI, primary screen, biochemical, fluorescence intensity, coupled assay (AID 1209) | inhibition, % at 20 µM; hits with a dose series show IC50 in µM | hit rate 0.42% among 190,000 | purified PMI enzyme, coupled fluorescence intensity; higher % means a stronger effect;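 further: plate controls were DMSO vehicle for no effect and wells lacking substrate for full effect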
WT yeast gro inh mutant strain: also measured in WT yeast gro inh; calls as there; inhibition, %; mitochondrial fusion phenotypic screen, mutant strain inhibition
* hit, by the source's call. Unless noted, no stated cut-off is given here; in the data, active means inhibition above about 50%; inactive means the rest.

What do the screens show for `CCOC(=O)N1CCN(CC(O)COC2CC(C)CCC2C(C)C)CC1` (stereo not given)?
LYP inhibition: -9.1%; PMI inhibition: -1.6%; Yfh1-depleted yeast: inactive; M1AAP inhibition: 1.2%; TNAP activation fold: 1; XIAP displacement: -6.7%; WT yeast gro inh: 76.9*; M17LAP inhibition: -5.5%; PMI inhibitors: 10.5%; WT yeast gro inh mutant strain: -10.5*

How did Cc1c(Cl)cccc1N1CC(C)(C)C1=O do in these assays?
LYP inhibition: -1.0%; PMI inhibition: 2.7%; Yfh1-depleted yeast: inactive; M1AAP inhibition: -5.8%; TNAP activation fold: 1.1; XIAP displacement: -5.5%; WT yeast gro inh: -11.0; M17LAP inhibition: -5.4%; PMI inhibitors: 0.5%; WT yeast gro inh mutant strain: 1.4

How did N/C(=N\c1nc2ccccc2o1)NC(=O)c1ccccc1F do in these assays?
LYP inhibition: -5.3%; PMI inhibition: -3.7%; Yfh1-depleted yeast: inactive; M1AAP inhibition: 2.5%; TNAP activation fold: 1; XIAP displacement: -3.3%; WT yeast gro inh: -10.2; M17LAP inhibition: 1.1%; PMI inhibitors: -4.0%; WT yeast gro inh mutant strain: 2.6

Results for CC(NC(=O)c1ccccc1)c1ccc(F)cc1 (stereo not given) ?
LYP inhibition: -7.2%; PMI inhibition: 29.9%; Yfh1-depleted yeast: inactive; M1AAP inhibition: -4.3%; TNAP activation fold: 1; XIAP displacement: -1.7%; WT yeast gro inh: -4.8; M17LAP inhibition: -3.5%; PMI inhibitors: 17.6%; WT yeast gro inh mutant strain: -4.2

Results for COC(=O)C1=C(C)NC(=S)NC1c1ccc(-c2ccccc2C(=O)OC)o1 (stereo not given) ?
LYP inhibition: -1.9%; PMI inhibition: 1.1%; Yfh1-depleted yeast: inactive; M1AAP inhibition: 6.9%; TNAP activation fold: 1; XIAP displacement: -8.4%; WT yeast gro inh: -6.1; M17LAP inhibition: 15.0%; PMI inhibitors: 6.3%; WT yeast gro inh mutant strain: -1.8

Results for CC(=O)Nc1cccc(OCC(O)Cn2c(C)nc3ccccc32)c1 (stereo not given) ?
LYP inhibition: -6.9%; PMI inhibition: 0.6%; Yfh1-depleted yeast: inactive; M1AAP inhibition: -3.2%; TNAP activation fold: 1; XIAP displacement: -3.0%; WT yeast gro inh: -17.6; M17LAP inhibition: -8.3%; PMI inhibitors: -0.1%; WT yeast gro inh mutant strain: 0.0

Results for CCc1cccc(C)c1NC(=O)CCCC(=O)O ?
LYP inhibition: -11.1%; PMI inhibition: 2.4%; Yfh1-depleted yeast: inactive; M1AAP inhibition: 1.9%; TNAP activation fold: 1; XIAP displacement: 1.6%; WT yeast gro inh: 6.9; M17LAP inhibition: -1.3%; PMI inhibitors: -1.5%; WT yeast gro inh mutant strain: 7.9

How did CSc1n[nH]c(NC(=O)c2c(-c3c(Cl)cccc3Cl)noc2C)n1 do in these assays?
LYP inhibition: -5.3%; Yfh1-depleted yeast: inactive; M1AAP inhibition: 3.3%; M17LAP inhibition: 3.3%

How did Cc1ccc2c(c1)C1CN(C)CCC1N2C(=S)Nc1ccc(Cl)cc1Cl (stereo not given) do in these assays?
LYP inhibition: -5.1%; PMI inhibition: 11.6%; Yfh1-depleted yeast: inactive; M1AAP inhibition: 2.1%; TNAP activation fold: 1.1; XIAP displacement: -2.0%; WT yeast gro inh: 6.7; M17LAP inhibition: 0.8%; PMI inhibitors: 10.1%; WT yeast gro inh mutant strain: 26.9

Results for O=C(O)/C=C/C(=O)N1CCN(c2ccc(F)cc2)CC1 ?
LYP inhibition: -7.4%; PMI inhibition: 7.0%; Yfh1-depleted yeast: inactive; M1AAP inhibition: 2.3%; TNAP activation fold: 1; XIAP displacement: -5.0%; WT yeast gro inh: 2.9; M17LAP inhibition: -0.1%; PMI inhibitors: 5.1%; WT yeast gro inh mutant strain: 5.9

How did CCOc1ccc(NC(=O)N2CCN(Cc3ccc4c(c3)OCO4)CC2)cc1 do in these assays?
LYP inhibition: -9.1%; PMI inhibition: 2.4%; Yfh1-depleted yeast: inactive; M1AAP inhibition: 12.4%; TNAP activation fold: 1; XIAP displacement: -5.0%; WT yeast gro inh: -5.0; M17LAP inhibition: 0.4%; PMI inhibitors: 4.4%; WT yeast gro inh mutant strain: 2.1

What do the screens show for `O=C(Nc1ccc(S(=O)(=O)NC2=NCCCCC2)cc1)c1ccco1`?
LYP inhibition: -8.8%; PMI inhibition: -3.9%; Yfh1-depleted yeast: inactive; M1AAP inhibition: 0.1%; TNAP activation fold: 1.1; XIAP displacement: -5.3%; WT yeast gro inh: 4.1; M17LAP inhibition: 4.2%; PMI inhibitors: -6.9%; WT yeast gro inh mutant strain: -7.1

What do the screens show for `CCCn1c(SCC(=O)Nc2cccc(C)n2)nnc1-c1ccco1`?
LYP inhibition: -6.0%; PMI inhibition: -4.8%; M1AAP inhibition: 8.4%; TNAP activation fold: 1.1; XIAP displacement: -10.8%; WT yeast gro inh: -5.3; M17LAP inhibition: 8.8%; PMI inhibitors: -3.7%; WT yeast gro inh mutant strain: -1.4

What do the screens show for `CSc1ncccc1C(=O)OCc1ccccc1F`?
LYP inhibition: 0.3%; PMI inhibition: 4.0%; Yfh1-depleted yeast: inactive; M1AAP inhibition: 10.3%; TNAP activation fold: 1.1; XIAP displacement: -1.3%; WT yeast gro inh: -15.9; M17LAP inhibition: -7.1%; PMI inhibitors: 6.9%; WT yeast gro inh mutant strain: -16.8

What do the screens show for `O=C1NC(=S)N/C1=C/c1cccn1-c1ccc([N+](=O)[O-])cc1`?
LYP inhibition: -1.5%; PMI inhibition: -13.1%; Yfh1-depleted yeast: inactive; M1AAP inhibition: 2.8%; TNAP activation fold: 1.1; XIAP displacement: -4.2%; WT yeast gro inh: -5.0; M17LAP inhibition: -21.0%; PMI inhibitors: -29.1%; WT yeast gro inh mutant strain: -19.4

How did COC(=O)c1ccncc1C(=O)Nc1ccc(F)cc1 do in these assays?
LYP inhibition: -5.5%; PMI inhibition: -17.2%; Yfh1-depleted yeast: inactive; M1AAP inhibition: 2.8%; TNAP activation fold: 1; XIAP displacement: -5.9%; WT yeast gro inh: -4.6; M17LAP inhibition: 1.5%; PMI inhibitors: -19.5%; WT yeast gro inh mutant strain: -22.1

What do the screens show for `S=C1NCCc2ccccc2C1c1ccccc1Cl` (stereo not given)?
LYP inhibition: -0.6%; PMI inhibition: 3.9%; Yfh1-depleted yeast: inactive; M1AAP inhibition: 5.6%; TNAP activation fold: 1; XIAP displacement: -3.2%; WT yeast gro inh: 61.9*; M17LAP inhibition: 0.2%; PMI inhibitors: -0.2%; WT yeast gro inh mutant strain: 45.5*

What do the screens show for `COCCCNc1nc2c(-c3cccc(C)c3)nnn2c2ccccc12`?
LYP inhibition: -12.3%; PMI inhibition: -4.6%; Yfh1-depleted yeast: inactive; M1AAP inhibition: -0.3%; TNAP activation fold: 1.2; XIAP displacement: -5.4%; WT yeast gro inh: 8.5; M17LAP inhibition: 2.6%; PMI inhibitors: -0.3%; WT yeast gro inh mutant strain: 8.1

What do the screens show for `O=C(Cc1ccccc1Cl)NC1(O)C(=O)c2ccccc2C1=O`?
LYP inhibition: -3.8%; Yfh1-depleted yeast: inactive; M1AAP inhibition: 1.9%; M17LAP inhibition: 2.6%

Results for Cc1cc(C(=O)CN2C(=O)NC(c3ccccc3)(c3ccccc3)C2=O)c(C)n1Cc1ccco1 ?
LYP inhibition: 11.0%; PMI inhibition: 18.5%; Yfh1-depleted yeast: inactive; M1AAP inhibition: 4.9%; TNAP activation fold: 1; XIAP displacement: -2.2%; WT yeast gro inh: 3.6; M17LAP inhibition: -1.0%; PMI inhibitors: 17.6%; WT yeast gro inh mutant strain: 10.0

Brought forward from above: 2 compounds, then new ones.
What do the screens show for `O=C(Cc1ccccc1Cl)NC1(O)C(=O)c2ccccc2C1=O`?
LYP inhibition: -3.8%; Yfh1-depleted yeast: inactive; M1AAP inhibition: 1.9%; M17LAP inhibition: 2.6%

Results for Cc1cc(C(=O)CN2C(=O)NC(c3ccccc3)(c3ccccc3)C2=O)c(C)n1Cc1ccco1 ?
LYP inhibition: 11.0%; PMI inhibition: 18.5%; Yfh1-depleted yeast: inactive; M1AAP inhibition: 4.9%; TNAP activation fold: 1; XIAP displacement: -2.2%; WT yeast gro inh: 3.6; M17LAP inhibition: -1.0%; PMI inhibitors: 17.6%; WT yeast gro inh mutant strain: 10.0

What do the screens show for `Fc1ccc(N2CCN(C(=S)NCC3CCCO3)CC2)cc1` (stereo not given)?
LYP inhibition: 0.4%; PMI inhibition: -14.6%; Yfh1-depleted yeast: inactive; M1AAP inhibition: 5.4%; TNAP activation fold: 1; XIAP displacement: -5.7%; WT yeast gro inh: -25.9; M17LAP inhibition: 7.1%; PMI inhibitors: -9.3%; WT yeast gro inh mutant strain: -1.4

How did O=C1c2cccc3cccc(c23)C(=O)N1CCN1CCN(CC(O)COCc2ccc(Cl)cc2)CC1 (stereo not given) do in these assays?
LYP inhibition: -0.7%; PMI inhibition: -8.1%; Yfh1-depleted yeast: inactive; M1AAP inhibition: 4.4%; TNAP activation fold: 1; XIAP displacement: -5.7%; WT yeast gro inh: 55.6; M17LAP inhibition: 31.4%; PMI inhibitors: 2.5%; WT yeast gro inh mutant strain: 57.5

What do the screens show for `CCc1ccc(S(=O)(=O)N(C(=O)c2ccncc2)c2ccc(OC(=O)c3ccncc3)cc2)cc1`?
LYP inhibition: -3.7%; PMI inhibition: 5.6%; Yfh1-depleted yeast: inactive; M1AAP inhibition: 4.7%; TNAP activation fold: 1.2; XIAP displacement: 2.0%; WT yeast gro inh: -0.4; M17LAP inhibition: -1.8%; PMI inhibitors: 9.6%; WT yeast gro inh mutant strain: 11.8

Results for O=C(Cc1ccc(Cl)c(Cl)c1)OCC(=O)c1ccc[nH]1 ?
LYP inhibition: -7.8%; PMI inhibition: 13.1%; Yfh1-depleted yeast: inactive; M1AAP inhibition: 5.3%; TNAP activation fold: 1.2; XIAP displacement: -1.6%; WT yeast gro inh: 11.2; M17LAP inhibition: 0.1%; PMI inhibitors: 10.1%; WT yeast gro inh mutant strain: -4.3

What do the screens show for `Oc1ccc2ccccc2c1N=Nc1ccccc1F`?
LYP inhibition: -4.1%; Yfh1-depleted yeast: inactive; M1AAP inhibition: 1.1%; M17LAP inhibition: -8.0%

How did Brc1ccc(/C=N/Nc2ccccn2)cc1 do in these assays?
LYP inhibition: -1.9%; PMI inhibition: -7.7%; Yfh1-depleted yeast: inactive; M1AAP inhibition: 8.1%; TNAP activation fold: 1.2; XIAP displacement: -27.1%; WT yeast gro inh: 16.8; M17LAP inhibition: 8.8%; PMI inhibitors: -14.3%; WT yeast gro inh mutant strain: -3.3

What do the screens show for `O=C(NC(=S)NCC1CCCO1)c1cccc([N+](=O)[O-])c1` (stereo not given)?
LYP inhibition: -2.9%; PMI inhibition: -3.6%; Yfh1-depleted yeast: inactive; M1AAP inhibition: 13.6%; TNAP activation fold: 1.1; XIAP displacement: -4.6%; WT yeast gro inh: 5.3; M17LAP inhibition: 34.2%; PMI inhibitors: -4.2%; WT yeast gro inh mutant strain: 0.9

How did CCOc1ccc2c(c1)c(N=Nc1cccc(C(=O)O)c1)c(O)n2C do in these assays?
LYP inhibition: -5.9%; PMI inhibition: 4.9%; Yfh1-depleted yeast: inactive; M1AAP inhibition: 18.1%; TNAP activation fold: 1.2; XIAP displacement: -6.8%; WT yeast gro inh: -19.6; M17LAP inhibition: 31.1%; PMI inhibitors: 7.3%; WT yeast gro inh mutant strain: 1.4

Assay outcomes: PubChem, several laboratories
